Source: PubChem BioAssay
Shiga inhibitor = A qHTS for Small Molecule Inhibitors of Shiga Toxin. AID 2315, 2010. Vero cells, Shiga toxin protein synthesis inhibition reporter. inhibition, % at 38.7 µM. 290,000 compounds, 9.2% hits; in the data active = inhibition mostly above about 28%, no sharp cut-off; inactive = mostly below about 43%; also: 0% is about no effect
AmpC detergent = qHTS Inhibitors of AmpC Beta-Lactamase (assay with detergent). P00811. AmpC hydrolysis of nitrocefin, absorbance 480 nm, 0.01% Triton. Potency, µM (series often up to 114 µM), for inactives: at the top dose activity change, negative = inhibition, hits mostly inhibitors. 370,000 compounds, 0.041% hits. AID 485294, 2010;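 also: potency is read from the fitted curve at half-maximal effect; 0% = no-compound wells and -100% = no-enzyme wells; nearly all actives have a fitted effect of over 25% in size; some results filed as inactive show a strong effect at the top dose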
Target sequence (P00811 whole entry, looked up): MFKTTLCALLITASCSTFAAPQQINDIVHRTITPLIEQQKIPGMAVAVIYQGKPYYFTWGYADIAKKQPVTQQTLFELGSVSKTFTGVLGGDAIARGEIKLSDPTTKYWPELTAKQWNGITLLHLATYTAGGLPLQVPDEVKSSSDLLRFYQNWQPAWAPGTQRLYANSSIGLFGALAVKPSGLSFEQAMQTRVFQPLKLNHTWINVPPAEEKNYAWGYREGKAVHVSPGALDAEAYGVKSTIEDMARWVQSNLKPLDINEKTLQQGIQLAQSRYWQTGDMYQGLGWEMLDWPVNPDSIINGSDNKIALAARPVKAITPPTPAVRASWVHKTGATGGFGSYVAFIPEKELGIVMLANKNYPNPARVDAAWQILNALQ
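20 mM phosphate pH 7.0 + 0.01% (detergent screen) or 0.0001% Triton X-100; 5.3 nM AmpC reagent; cpd preinc 15 min RT; nitrocefin (800 uM stock) to start; A480 q20 s × 4 min; Activity was normalised to no-enzyme and no-compound control wells.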
HCMV inh = qHTS Assay for inhibitors of the human cytomegalovirus (HCMV). 410,000 compounds, 4.5% hits. HFF cells, HCMV-luciferase reporter, 72 h; stronger effect = lower value. activity change, negative = inhibition, % at 57.5 µM. AID 1259415, 2018; in the data active = activity change below about -60%; inconclusive = no clear call, values can overlap the other calls; inactive = above about -39%; also: % is scaled to controls: 0 for no effect and ±100 for the full control effect
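Compounds were evaluated in HFFs infected with an HCMV luciferase reporter virus (MOI 1 PFU/cell). Luciferase in lysates collected 72 h post infection served as the replication measure.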
AMA1-RON2 inh = qHTS for Inhibitors of AMA1-RON; Towards Development of Antimalarial Drug Lead: Primary Screen; Plasmodium falciparum AMA1 (3D7) - RON2 peptide interaction; AlphaScreen AMA1-biotinylated RON2 peptide binding; AID 720542, 2013; 360,000 compounds, 0.2% hits; Potency, µM (top dose mostly 58.2 µM), inactives show at the top dose activity change, negative = inhibition, usual class: inhibitors;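 also: potency is read from the fitted curve at half-maximal effect; 0% = vehicle wells and -100% = peptide control; nearly all actives have a fitted effect of over 45% in size; some results filed as inactive show a strong effect at the top dose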
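AMA1 (3D7) with his tag at 25 nM final met compounds first, then biotinylated RON2 peptide at 25 nM; detection used donor plus acceptor beads, 10 µg/mL apiece, read by AlphaScreen after 30 min at room temperature.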
AmpC no deterg = qHTS Inhibitors of AmpC Beta-Lactamase (assay without detergent); P00811; AmpC nitrocefin hydrolysis, absorbance 480 nm, 0.0001% Triton; Potency, µM (doses to about 57.1 µM), inactives show at the highest dose activity change, negative = inhibition, usual class: inhibitors; 330,000 compounds, 0.52% hits; AID 485341, 2010;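 also: potency is read from the fitted curve at half-maximal effect; plate controls were no compound for no effect and no enzyme for full effect; nearly all actives have a fitted effect of over 20% in size; some results filed as inactive show a strong effect at the top dose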
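20 mM phosphate pH 7.0 + 0.01% (detergent screen) or 0.0001% Triton X-100; 5.3 nM AmpC reagent; cpd preinc 15 min RT; nitrocefin (800 uM stock) to start; A480 q20 s × 4 min; Activity was normalised to no-enzyme and no-compound control wells.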
FBPA Giardia inh = qHTS Assay for Inhibitors of Fructose-1,6-bisphosphate Aldolase from Giardia Lamblia | A8B2U2 | purified Giardia FBPA | Potency, µM (top dose mostly 59.6 µM), for inactives: at the top dose activity, negative = inhibition, actives largely listed as inhibitors | 290,000 compounds, 0.71% hits | AID 2451, 2010; also: potency is read from the fitted curve at half-maximal effect; % is scaled to controls: 0 for no effect and ±100 for the full control effect; nearly all actives have a fitted effect of over 55% in size
Target sequence (A8B2U2 whole entry, looked up): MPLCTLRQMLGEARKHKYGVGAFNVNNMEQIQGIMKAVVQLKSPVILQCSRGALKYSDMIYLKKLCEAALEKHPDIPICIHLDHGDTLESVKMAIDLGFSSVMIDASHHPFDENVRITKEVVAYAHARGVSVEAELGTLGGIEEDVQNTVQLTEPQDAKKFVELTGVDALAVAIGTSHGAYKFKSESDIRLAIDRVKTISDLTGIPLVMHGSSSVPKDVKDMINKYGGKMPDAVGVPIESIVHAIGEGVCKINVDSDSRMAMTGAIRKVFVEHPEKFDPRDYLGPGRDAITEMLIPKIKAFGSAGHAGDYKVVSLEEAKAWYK
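Giardia FBPA (40 nM reagent) was preincubated 10 min at RT with compound (up to 57.5 uM final), then substrate plus GAPDH/TPI/NAD/arsenate coupling system with diaphorase/resazurin was added; resorufin fluorescence (525/598 nm) was read after 20 min.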
CHX counter = Cycloheximide Counterscreen for Small Molecule Inhibitors of Shiga Toxin. cell reporter, cycloheximide protein synthesis inhibition counterscreen. max response, %. 300,000 compounds, 12% hits; in the data active = max response mostly above about 13%, no sharp cut-off; inactive = mostly below about 14%; also: read at 38.3 µM for the half of the compounds with a filed dose; 0% is about no effect
The depositor's hits bear a star; ? = inconclusive; · = no result given; [ ] = remark or other dose. Unless noted, calls follow the shape of the dose curve; as a rule, active = well fitted curve in the direction sought with a large enough effect; inconclusive = small, poorly fitted or top-dose-only effect, or another doubt; inactive = no such curve, though single readings can be large; an effect the other way counts as inactive or inconclusive.

Screens in order – Shiga inhibitor | AmpC detergent | HCMV inh | AMA1-RON2 inh | AmpC no deterg | FBPA Giardia inh | CHX counter
COC(=O)c1[nH]c2ccc(F)cc2c1NC(=O)CCN1CCN(Cc2ccc3c(c2)OCO3)CC1
  -4 | -18% | -15 | 8% | 67%[activator] | 3% | -5
CC(NC(=O)c1cc2ccccc2oc1=O)c1ccc(O)cc1 (stereo unspecified)
  10 | -4% | 10 | -3% | -28% | 1% | 7
Cc1ccc2c(CN3CC(C)CC(C)C3)cc(=O)oc2c1C (stereo unspecified)
  7 | 0% | 49 | -13% | -17% | 0% | 6
Nc1nc(N)c(Cc2ccc(Cl)cc2Cl)c(N)n1
  -21 | 2% | -73* | -10% | -10% | 0% | -1
CC1(C)CCN(Cc2ccccc2)C1CC#N (stereo unspecified)
  -9 | -9% | 19 | -13% | 1% | -8% | -3
O=C(COc1ccc(Cl)cc1)NNC(=O)C(=O)N1CCCCC1
  -9 | ? | 28 | 107%[activator] | -4% | 1% | -1
CC1CC(C)CN(C(=O)CSc2nc3ccsc3c(=O)n2Cc2ccccn2)C1 (stereo unspecified)
  19 | ? | 38 | 9% | 43%[activator] | 7% | 2
CN(C)c1ccc(/C=N/Nc2cc(N3CCOCC3)nc(N3CCOCC3)n2)cc1
  2 | -3% | -5 | -3% | -15% | ? | -2
O=C(Cc1ccc(Br)cc1)N1CCOCC1
  23 | -4% | -3 | 13% | -8% | -15% | 11*
O=C(CN1CCOCC1)Nc1scc2c1c(=O)oc1ccccc12
  17 | -7% | 35 | -6% | 6% | -1% | 1
O=c1[nH]n(-c2ccc(Cl)cc2)c(=O)c(Cl)c1Cl
  -8 | 0% | 65 | -5% | -29% | -19% | 11
CSc1ccc(S(=O)(=O)N2CCC(C(=O)Nc3ccccc3C(F)(F)F)CC2)cc1
  -15 | 2% | ? | 0% | 43% | 8% | -3
CCOc1ccc(-n2c(SCC(=O)Nc3nccs3)nnc2-c2ccoc2C)cc1
  -4 | -9% | -32 | 2% | -28% | -3% | -2
CCCOc1cccc(C2C(C(=O)c3cccs3)=C(O)C(=O)N2Cc2cccnc2)c1 (stereo unspecified)
  17 | 15% | -21 | -3% | -20% | 2% | 1
CCn1nnnc1SCC(=O)N1CCN(c2ccccc2)CC1
  10 | 6% | -40 | -19% | -1% | 4% | -1
C(=C\c1nc2ccccc2[nH]1)/c1ccccc1
  68* | -9% | 10 | 9% | -36% | -22% | 21*
Cc1ccccc1NC(=O)C12CC3CCC1(C)C3(C)CO2 (stereo unspecified)
  6 | 3% | -30 | -5% | -1% | 12% | 0
Cc1c(C(=O)N2CCCCC2)oc2ccc(S(=O)(=O)N3CC(C)CC(C)C3)cc12 (stereo unspecified)
  -7 | 0% | · | -9% | 83%[activator] | -2% | -5
CC1CCN(C(=O)CSc2nc3ccccc3c(=O)n2Cc2ccc3c(c2)OCO3)CC1
  -7 | ? | ? | 0% | -2% | 7% | -1
O=C1[C@@H]2C(c3ccc(F)cc3)=NO[C@@H]2C(=O)N1Cc1ccccc1
  -18 | -1% | 82 | -2% | -41% | -7% | 8
Cc1ccc2oc(=O)c3cc(C(=O)N4CCN(C(=O)c5ccco5)CC4)sc3c2c1
  11 | 4% | · | · | -5% | -3% | -1
CCCCC(=O)Nc1nnc(S(=O)(=O)N(CC)c2ccc(OC)cc2)s1
  3 | 4% | -27 | -11% | -29% | -1% | -1
Cc1ccc(NC(=O)Cc2ccc(Cl)c(Cl)c2)cc1S(=O)(=O)N(C)C
  8 | -13% | -61* | 12% | -31% | 2% | 8
O=C(Cn1c2c(c(-c3ccccc3Cl)cc1=O)CCC2)N1CCC2(CC1)OCCO2
  16 | 16% | ? | -2% | 71%[activator] | ? | 2
CCOc1c(CNCCNC(=O)c2nonc2N)cccc1OC
  -14 | -13% | -6 | 13% | -19% | -11% | 1
Cc1ccc(S(=O)(=O)CCC(=O)c2ccc(O)cc2O)cc1
  -3 | -18% | 41 | 1% | -32% | 6% | -3
COc1ccc(S(=O)(=O)Cc2ccc(C(=O)N3CCC(C(N)=O)CC3)o2)cc1
  4 | ? | -7 | 9% | -10% | 2% | -2
COC(=O)c1cc(OC)c(OC)cc1NC(=O)c1ccco1
  4 | -8% | -10 | -4% | -2% | 2% | -3
CCOc1ccc2nc(SCC(=O)NCC3CCCO3)sc2c1 (stereo unspecified)
  · | · | 2 | 1% | 6% | · | ·
CC(C)(C)N(Cc1ccccc1)C(=O)COC(=O)C1CCCCC1
  · | · | 25 | 10% | 25% | · | ·
COc1ccc(S(=O)(=O)N(C)c2ccccc2)c2cccnc12
  -3 | 7% | -8 | 7% | 17% | 6% | 1
CCOc1ccc(/C(O)=C2/C(=O)C(=O)N(c3ccccn3)C2c2ccc(Cl)cc2)c(C)c1 (stereo unspecified)
  32 | -1% | -6 | 22% | -48% | -10% | 11
CCn1cc(C(=O)OCC(=O)Nc2cc(S(=O)(=O)N(C)C)ccc2C)c(=O)c2ccc(C)nc21
  -11 | 2% | -11 | -6% | -7% | 14% | -2
CNc1nc(SC)nc(N(C#N)CC(=O)OC)n1
  11 | -13% | 82 | 6% | -5% | 4% | -2
O=C(NC1=NCCS1)c1ccc(Cl)s1
  149* | 1% | 50 | 9% | -4% | 7% | 67*
C=C(C)C1CC=C(CN2CC(C)OC(C)C2)CC1 (stereo unspecified)
  -14 | -11% | 5 | 5% | 2% | -29% | 15
COc1ccc(-c2noc(CSc3nnc(-c4ccncc4)n3-c3ccc(F)cc3)n2)cc1OC
  -3 | ? | -6 | -5% | 136%[activator] | 5% | 0
Cc1cc(C)n(-c2cc(-c3ccccc3)nc(C)n2)n1
  -14 | ? | -24 | 24% | 0% | 6% | -1
Nn1c(SCC(=O)Nc2nccs2)nncc1=O
  34 | 5% | -28 | 12% | -12% | ? | 4
N#Cc1ccc(Cl)cc1NC(=O)CSc1cccc[n+]1[O-]
  · | · | -11 | -18% | -25% | · | ·
COc1cc(-c2nnc3n(CCc4ccccc4)c(=O)c4ccccc4n23)cc(OC)c1OC
  -2 | -1% | ? | -3%[11.6 µM] | -21% | 18% | 5
CCN(CC)S(=O)(=O)c1cc(NC(=O)CCn2[nH]c(=O)ccc2=O)ccc1C
  · | · | 6 | 3% | -25% | · | ·
CCN(CC(=O)Nc1ccc(NC(C)=O)cc1)C(=O)COc1ccc(C(=O)c2ccccc2)cc1
  -8 | 2% | 4 | -5% | -6% | 5% | -5
O=C(Nc1ccccc1)c1cnc2n(c1=O)CCS2
  47 | -9% | 146 | 10% | -18% | 3% | 15
Cc1ccc2nc(-c3ccccc3)cc(C(=O)NCC3CCCO3)c2c1 (stereo unspecified)
  40* | 4% | -8 | -10% | 22% | -6% | 10
COc1ccc(Br)cc1CN(C)C(=O)C1=CC=CN2CCS(=O)(=O)N=C12
  · | · | -10 | 10% | -16% | · | ·
COc1cccc(NC(=O)Cn2nnc(C(=O)Nc3cc(Cl)ccc3OC)c2N)c1
  15 | -5% | -31 | 8% | -52% | -4% | 12
COc1ccc(S(=O)(=O)Nc2ccccc2C(=O)NC(C)(C)C)cc1OC
  15 | 9% | 14 | -11% | 24% | 12% | 0
C=C(C(=O)c1ccccc1)C(C)C(=C)C(=O)c1ccccc1
  17 | -7% | -100* | 21% | -20% | 15% | 38*
COc1ccccc1NC(=O)/C(C#N)=C/c1ccncc1
  -13 | -4% | -6 | -18% | -1% | · | -2
O=C(CSc1ncnc2ccccc12)Nc1cc(S(=O)(=O)N2CCCCC2)ccc1Cl
  29 | -5% | ? | -16% | -26% | 1% | 8
CC1CCCN(S(=O)(=O)c2ccc(C(=O)Nc3nnc(-c4ccco4)o3)cc2)C1 (stereo unspecified)
  -6 | -13% | -18 | 55%[activator] | -43% | ? | -1
CCOC(=O)c1nn(-c2ccc(C)c(Cl)c2)c(=O)c(C#N)c1C
  37 | ? | 14 | -1% | -16% | -3% | -1
COc1nc(-c2ccc(Cl)cc2)ccc1-c1noc(-c2ccco2)n1
  26 | 0% | 15 | -4% | -13% | 2% | -2
CCOc1ccccc1-n1c(SCC(=O)N2CCCC2)nnc1-c1ccc(O)cc1
  -7 | -3% | -18 | -5% | · | 12% | -3
Cc1ccc2[nH]c3c(c2c1)CN(C(=O)CN1CCN(Cc2ccc4c(c2)OCO4)CC1)CC3
  -12 | -6% | -37 | -7% | 101%[activator] | -5% | -4

Structures listed so far that contain a furan ring, fused or not:
Screens in order – Shiga inhibitor | AmpC detergent | HCMV inh | AMA1-RON2 inh | AmpC no deterg | FBPA Giardia inh | CHX counter
CCOc1ccc(-n2c(SCC(=O)Nc3nccs3)nnc2-c2ccoc2C)cc1
  -4 | -9% | -32 | 2% | -28% | -3% | -2
Cc1c(C(=O)N2CCCCC2)oc2ccc(S(=O)(=O)N3CC(C)CC(C)C3)cc12 (stereo unspecified)
  -7 | 0% | · | -9% | 83%[activator] | -2% | -5
Cc1ccc2oc(=O)c3cc(C(=O)N4CCN(C(=O)c5ccco5)CC4)sc3c2c1
  11 | 4% | · | · | -5% | -3% | -1
COc1ccc(S(=O)(=O)Cc2ccc(C(=O)N3CCC(C(N)=O)CC3)o2)cc1
  4 | ? | -7 | 9% | -10% | 2% | -2
COC(=O)c1cc(OC)c(OC)cc1NC(=O)c1ccco1
  4 | -8% | -10 | -4% | -2% | 2% | -3
CC1CCCN(S(=O)(=O)c2ccc(C(=O)Nc3nnc(-c4ccco4)o3)cc2)C1 (stereo unspecified)
  -6 | -13% | -18 | 55%[activator] | -43% | ? | -1
COc1nc(-c2ccc(Cl)cc2)ccc1-c1noc(-c2ccco2)n1
  26 | 0% | 15 | -4% | -13% | 2% | -2
